RTF Ca sens inh = cardiac RTF calcium sensitivity inhibitors, primary screen, biochemical, IANBD-TnC fluorescence, EC70 calcium; inhibition, % at 7.15 µM; IANBD-labeled cardiac RTF, Ca2+ fluorescence; Troponin I, cardiac muscle (Homo sapiens) + Troponin T, cardiac muscle (Homo sapiens) + …; 340,000 compounds, 0.12% hits;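 active = inhibition above the mean inhibition of all tested compounds plus 3 SD, cut at about 17% in these data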;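 also: assay run at fixed EC70 calcium of 1.6 mM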
DAGLB inh = DAGLB lipase inhibitors, primary screen, biochemical, fluorescence, HTS. Diacylglycerol lipase-beta (Homo sapiens), Q8NCG7. HEK293T DAGLB membrane lysate, EnzChek fluorogenic substrate. inhibition, % at 5.17 µM. 340,000 compounds, 0.059% hits. AID 504411, 2011; in the data active = inhibition above about 34%;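 also: 0% = enzyme with vehicle and 100% = wells lacking enzyme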
C-LANA FP = inhibitors of KSHV C-LANA binding to DNA, primary screen, biochemical, fluorescence polarization, FAM-LBS DNA, MBP-C-LANA, single point; inhibition, % at 9 µM; 340,000 compounds, 0.078% hits;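 active = highest replicate inhibition at or above 60% at 9 µM, even if other replicates fall short; inactive = all replicates below 60% inhibition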;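 also: 0% = neutral control wells and 100% = 4 µM acridine orange control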
CAL PDZ FP-1 = CAL PDZ peptide-binding inhibitors, primary screen, biochemical, fluorescence polarization, Cer-tagged CAL PDZ, HTS; Golgi-associated PDZ and coiled-coil motif-containing protein (Homo sapiens), Q9HD26; AID 504414, 2011; inhibition, % at 20 µM; purified CAL PDZ, TMR-peptide fluorescence polarization, 1 h; 330,000 compounds, 0.02% hits;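 active = highest replicate inhibition of at least 40%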;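 also: plate controls were DMSO neutral control wells for no effect and unlabeled competitor peptide control wells for full effect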
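Control set: unlabelled peptide and DMSO controls / Material: purified CerCALP PDZ construct / Timing: 1 h incubation at room temperature before polarization reading / Doses: 20 µM, one dose / Detection: fluorescence polarization (mP)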
CAL PDZ FP-2 = untagged CAL PDZ binding inhibitors, primary screen, biochemical, fluorescence polarization, HTS; purified CAL PDZ, TMR-peptide fluorescence polarization, 1 h; inhibition, % at 24.9 µM; Golgi-associated PDZ and coiled-coil motif-containing protein (Homo sapiens), Q9HD26; AID 602252, 2012; 300,000 compounds, 0.92% hits;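 active = mean inhibition of at least 30% with at least half of replicates also reaching 30%; inconclusive = no clear call, values can overlap the other calls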;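 also: 0% = DMSO neutral control and 100% = excess unlabeled competitor peptide PRC23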
PKA-R2B activ = activators of PKA-R2B holoenzyme, primary screen, biochemical, fluorescence polarization, Cy5-IP20, human; 340,000 compounds, 0.079% hits; PKA-R2B holoenzyme dissociation; R2B truncated from residue 108, S112A mutant; 0% DMSO only, 100% 113 µM cGMP; activation, % at 11.4 µM;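 active = activation above a cutoff set at the mean over all compounds plus 3 SD, cut at about 18% in these data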;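 also: higher means more holoenzyme dissociation and a rise in polarization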
Target sequence (P31323 whole entry, looked up, other chains not shown, the tested form may be a part): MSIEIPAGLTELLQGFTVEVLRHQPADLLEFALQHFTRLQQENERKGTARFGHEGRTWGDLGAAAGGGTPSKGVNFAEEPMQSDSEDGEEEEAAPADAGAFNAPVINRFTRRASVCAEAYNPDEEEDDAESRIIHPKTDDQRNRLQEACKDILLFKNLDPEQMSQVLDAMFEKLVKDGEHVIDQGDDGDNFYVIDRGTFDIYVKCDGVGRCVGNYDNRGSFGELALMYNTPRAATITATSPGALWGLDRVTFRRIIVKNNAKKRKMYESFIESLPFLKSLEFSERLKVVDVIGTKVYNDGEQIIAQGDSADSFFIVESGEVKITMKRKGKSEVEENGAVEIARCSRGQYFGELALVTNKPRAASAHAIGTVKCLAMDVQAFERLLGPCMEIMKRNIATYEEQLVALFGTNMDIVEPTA
Rtt109 Vps75 = inhibitors of C. albicans Rtt109/Vps75 HAT, primary screen, biochemical, ThioGlo CoA-SH fluorescence, plate reader; Histone acetyltransferase RTT109 (Candida albicans (strain SC5314 / ATCC MYA-2876)), …; purified Rtt109/Vps75, 4 h; inhibition, % at 34.9 µM; 330,000 compounds, 0.16% hits; AID 540336, 2011;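 active = inhibition of at least 50% in every replicate; inconclusive = best replicate reaches 50% inhibition but some replicates fall short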
Keap1 Nrf2 FP = Keap1-Nrf2 protein-protein interaction inhibitors, primary screen, biochemical, fluorescence polarization, single point; Kelch-like ECH-associated protein 1 (Homo sapiens), Q14145; Keap1 Kelch-Nrf2 peptide fluorescence polarization, 1536-well; inhibition, % at 9.4 µM; 340,000 compounds, 0.15% hits; in the data active = inhibition above about 12%; inconclusive = no clear call, values can overlap the other calls; inactive = below about 7.3%;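 also: human Keap1 Kelch domain with fluorescein labeled Nrf2 9mer peptide probe; 0% = neutral control wells and 100% = peptide positive control; higher means more block of Keap1 binding to Nrf2 peptide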
Target sequence (Q14145 whole entry, looked up, the tested form may be a part): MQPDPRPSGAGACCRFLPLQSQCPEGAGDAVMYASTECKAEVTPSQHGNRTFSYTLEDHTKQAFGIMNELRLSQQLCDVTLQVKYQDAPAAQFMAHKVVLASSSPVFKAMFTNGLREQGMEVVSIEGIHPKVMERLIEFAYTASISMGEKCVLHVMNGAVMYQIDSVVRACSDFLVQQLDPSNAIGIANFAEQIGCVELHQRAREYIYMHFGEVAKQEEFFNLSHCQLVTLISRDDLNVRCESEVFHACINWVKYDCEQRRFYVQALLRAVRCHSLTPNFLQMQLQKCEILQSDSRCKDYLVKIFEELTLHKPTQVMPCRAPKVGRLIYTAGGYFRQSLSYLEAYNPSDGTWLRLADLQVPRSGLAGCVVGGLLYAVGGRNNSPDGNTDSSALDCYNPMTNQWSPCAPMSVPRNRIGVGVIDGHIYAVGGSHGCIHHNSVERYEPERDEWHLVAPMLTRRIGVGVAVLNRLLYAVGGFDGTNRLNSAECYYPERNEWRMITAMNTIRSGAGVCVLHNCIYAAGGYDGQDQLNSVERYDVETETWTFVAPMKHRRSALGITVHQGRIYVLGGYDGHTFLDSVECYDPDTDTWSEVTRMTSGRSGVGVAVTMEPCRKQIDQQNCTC
cardiac RTF act = cardiac RTF calcium sensitivity activators, primary screen, biochemical, IANBD-TnC fluorescence, EC20 calcium; Troponin I, cardiac muscle (Homo sapiens) + Troponin T, cardiac muscle (Homo sapiens) + …; IANBD-labeled TnC RTF fluorescence at EC20 calcium; 0% EC20 calcium, 100% full calcium; activation, % at 7.2 µM; 340,000 compounds, 0.24% hits;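 active = activation above the mean over all tested compounds plus 3 SD, cut at about 30% in these data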;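 also: rise in fluorescence read as greater calcium sensitivity of cardiac thin filaments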
SR-BI uptake up = activators of SR-BI mediated DiI-HDL uptake, primary screen, ldlA[mSR-BI] CHO cells, DiI fluorescence; 3 h; 100 = double the neutral-control signal; activation, % at 12.5 µM; 320,000 compounds, 0.096% hits; AID 504775, 2011;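 active = mean replicate activation of at least 60% and every replicate at or above 60%; inconclusive = mean or all-replicate condition met, but not both; inactive = mean below 60% and not all replicates reaching 60%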;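 also: 0% = median plate neutral-control signal and 100% = twice that signal; values of inactives mirror those of a sister screen read the other way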
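Assay system: CHO ldlA[mSR-BI] cells, LDL receptor-null, SR-BI overexpressing; medium: Ham's F12 with 0.5% BSA, HEPES 25 mM, pH 7.4; also added: DiI-HDL 10 µg/mL; timing: 3 h uptake period with compound, 37 °C; signal: DiI fluorescence, bottom read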
The depositor's hits bear a star; u = inconclusive; x = no result given.

entry	RTF Ca sens inh	DAGLB inh	C-LANA FP	CAL PDZ FP-1	CAL PDZ FP-2	PKA-R2B activ	Rtt109 Vps75	Keap1 Nrf2 FP	cardiac RTF act	SR-BI uptake up	compound
1	0	1	1.4	-0.9	-4	3	-1	-5	-2	49	O=C(Nc1ccccc1)C(Cc1ccccc1)c1ccccc1 (stereo not drawn)
2	-6	-4	1.1	-2.4	-4	-10	-4	-3	5	-25	CCOc1nc(NC2CCCCC2)nc(NC(C)(C)C)n1
3	-5	1	-0.7	-0.3	-2	1	3	0	4	11	COc1cccc(CN2CC(C(=O)NCCCc3ccncc3)CCC2=O)c1 (stereo not drawn)
4	1	-5	-0.5	-2.5	-6	9	11	1	3	-32	CN(C)S(=O)(=O)c1ccc(NC(=O)COC(=O)c2n[nH]c3ccccc23)cc1
5	-1	1	-2.4	-1.6	4	4	3	-9	4	x	CCn1c(SCC(=O)N2CCCCC2C)nc2c1c(=O)n(C)c(=O)n2C (stereo not drawn)
6	2	2	0.5	-1.4	-2	-6	2	-4	5	-8	O=C(Nc1cccc2nsnc12)c1cc2c(cc1Cl)Sc1nccn1S2(=O)=O
7	-13	-2	3.0	-0.7	0	7	-15	4	7	20	O=C(O)Cn1c2c(c3ccccc31)CCCC2
8	-8	-2	-3.3	-0.8	2	3	-264	0	2	x	Cc1cccn2c(=O)c3cc(C(=O)NC(C)c4ccccc4)c(=N)n(CCCn4ccnc4)c3nc12 (stereo not drawn)
9	3	-1	1.5	-2.8	-4	-1	-4	2	-1	10	O=C(N/N=C/c1ccccc1C(=O)O)c1ccccc1Br
10	0	3	0.6	1.8	0	1	2	5	10	10	COc1ccc(CNC(=O)C(C)N2C(=O)NC3(CCCCCCC3)C2=O)cc1 (stereo not drawn)
11	-66	-8	-0.2	0.1	-4	5	0	-3	0	24	Cc1ccc(-n2nnnc2SCC(=O)Nc2cccnc2Cl)cc1
12	-1	-8	0.7	-0.9	-5	1	7	-1	-4	11	O=C(C/C=N/OCc1ccc(Cl)cc1Cl)c1ccc(Cl)cc1
13	-6	2	1.8	-1.2	2	8	4	-7	4	21	Cc1c(C2OC(=O)C3(CCCCC3)C(=O)C2(C)C)c(=O)n(-c2ccccc2)n1C (stereo not drawn)
14	-4	3	1.2	-2.4	x	2	-2	-1	-3	-18	CC(C)c1nc(CNC(=O)CC2C(=O)NCCN2Cc2ccc(F)cc2Cl)cs1 (stereo not drawn)
15	-2	2	1.3	-1.5	-1	-15	0	2	-7	-75	CC1(C)CC2(CC(c3ccccc3F)c3cc(Cl)c(O)cc3O2)NC(=S)N1 (stereo not drawn)
16	3	-4	0.5	-0.6	x	2	4	5	-1	-4	CCSc1nc2ccccc2n1CCOc1ccccc1
17	-10	2	-0.9	x	-3	-5	-7	0	1	0	O=C(NC(Cc1c[nH]c2ccccc12)c1nnc2n1CCCCC2)c1ccccc1 (stereo not drawn)
18	-4	1	2.9	-0.5	-5	1	-2	-3	1	18	CCOc1ccc(C)cc1S(=O)(=O)NC1CCCCC1
19	-3	8	-0.7	0.2	-4	-13	-2	-4	4	-21	O=C(Cc1ccccc1)NNc1c2ccccc2nc2ccccc12
20	-11	-1	-0.3	-2.1	-3	7	3	-1	0	-11	Cc1ccc(-n2nc3c(=O)n(CC(=O)NCCc4ccccc4C)nc(C)c3c2C)cc1
21	2	-3	0.3	-0.1	3	-5	29	-6	0	x	CCOC(=O)c1sc(=S)n(CC)c1NC(=O)C1CC1
22	8	1	0.7	-0.6	1	8	x	3	1	-10	O=C(CSc1nnnn1C1CCCC1)N1CCOCC1
23	-6	2	0.3	-0.2	4	-1	4	-2	0	2	Cc1cccc(C2c3[nH]c4ccccc4c3CCN2C(=O)c2ocnc2C)n1 (stereo not drawn)
24	-5	-2	-0.5	-0.3	-4	-5	-352	-4	-1	x	CCC(=O)Nc1c(OC(=O)CC)ccc2c(C)cc(=O)oc12
25	-3	0	0.8	-2.4	-1	2	-3	-4	-2	19	Fc1ccc(C(c2nnnn2C2CCCCC2)N2CCCC2)cc1 (stereo not drawn)

Further records.
entry	RTF Ca sens inh	DAGLB inh	C-LANA FP	CAL PDZ FP-1	CAL PDZ FP-2	PKA-R2B activ	Rtt109 Vps75	Keap1 Nrf2 FP	cardiac RTF act	SR-BI uptake up	compound
26	-1	1	-0.6	0.1	0	1	-4	-1	-4	16	Cc1cc(C)c(S(=O)(=O)c2ccc(Cl)cc2)c(=O)[nH]1
27	3	0	2.7	-2.0	0	-1	9	-5	7	8	Cc1nnc2c(NCCC(C)C)nc3ccccc3n12
28	-13	4	-0.5	1.5	-1	-2	-3	-3	-2	14	NC(=O)C1CCN(c2nc(-c3ccc(Br)cc3)cs2)CC1
29	11	-4	-1.5	-0.1	-3	-11	-4	-3	-10	-52	Cc1cccc(Nc2nc(-c3cccs3)cs2)n1
30	3	-3	3.2	-1.9	0	-10	-5	-1	-3	-14	N#CCc1c(C#N)c(N)nc(N2CCN(S(=O)(=O)c3ccccc3)CC2)c1C#N
31	-6	1	0.8	0.4	-1	-10	4	-1	5	-1	Cn1cnnc1Sc1ccc(C(=O)OCC(=O)NC2CC2)cc1[N+](=O)[O-]
32	-8	0	0.0	-0.6	-4	2	0	1	2	30	O=C(NC1CCCC1)C(c1ccc(F)cc1)N(Cc1ccc(F)cc1)C(=O)c1ccn[nH]1 (stereo not drawn)
33	-17	1	0.6	-2.6	-5	-15	x	-5	5	39	COc1ccc(C(=O)NCc2n[nH]c(=S)n2-c2ccccc2)cc1OC
34	5	-18	-0.5	-1.4	1	9	1	-3	3	16	Cc1sc2nc(C3CC3)nc(N3CCN(S(=O)(=O)c4ccc(F)cc4)CC3)c2c1C
35	-13	1	-1.9	-0.4	x	-8	-1	-3	4	-11	COc1ccc(CNc2ncc(-c3ccc(F)cc3)n2C)c2ccccc12
36	-6	2	-0.3	-2.2	x	5	6	-3	3	25	COc1ccc(-n2c(NCCN(C)C)nc3sc4c(c3c2=O)CCCCC4)cc1
37	-3	-1	-0.8	-0.5	-1	-10	7	-1	1	x	CCOC(=O)C1=C(C(F)(F)F)Nc2ncnn2C1c1cc(OC)ccc1OC (stereo not drawn)
38	3	4	0.3	-1.0	4	-14	11	-1	-2	35	O=S(=O)(Nc1nccs1)c1ccc(NCc2cc(Br)cc(Br)c2O)cc1
39	2	1	-2.3	-2.7	x	7	-16	-5	-2	16	COc1ccc(OC)c2c(C)cc(N3CCCN(C)CC3)nc12
40	-13	-2	-1.1	-2.7	x	-5	-3	-1	2	-5	CCn1c(SCC(=O)N2CCN(c3ccc(F)cc3)CC2)nnc1-c1ccncc1
41	5	-10	-1.7	-1.2	-1	10	16	0	0	12	N#CC(c1ccc(F)cc1)c1ccc(C(=O)c2ccc(F)cc2)cc1 (stereo not drawn)
42	14	2	0.1	-1.3	-1	-12	1	3	-6	7	C=CCSc1nc(C)c(CC(=O)OCCCC)c(=O)[nH]1
43	5	-3	1.2	0.7	8	-5	10	-2	4	-3	O=C(CNC(=O)C1CCCCC1)Nc1cc(Cl)ccc1Cl
44	-7	2	0.7	1.9	-6	-7	3	2	1	10	CN(CCc1ccccn1)C(=O)CCC1CCCN(C(=O)c2c(F)ccc(F)c2F)C1 (stereo not drawn)
45	2	-1	-0.8	-0.8	12	2	0	-2	-2	25	COc1ccccc1CNC(=O)CSc1ccc(-c2cccc([N+](=O)[O-])c2)nn1
46	-4	0	1.3	-1.0	-5	12	-2	u	2	21	CCOC(=O)CCNC(=O)N1CCCC(C(=O)c2cccc(Cl)c2)C1 (stereo not drawn)
47	-18	-4	-0.2	-1.6	x	-13	-16	-4	2	1	Cc1ccsc1/C=N/NC(=O)CC(=O)NCC(C)C
48	0	2	-1.0	-3.5	-2	-12	9	3	-2	-2	O=C(c1ccc2oc(CCCc3ccccc3)nc2c1)N1CCCC(CCCO)C1 (stereo not drawn)
49	-5	2	-3.5	-0.4	6	-7	13	1	1	22	O=C(CSc1cccc[n+]1[O-])c1ccc(Cl)s1

Whole records as entered above. Screens in order: RTF Ca sens inh	DAGLB inh	C-LANA FP	CAL PDZ FP-1	CAL PDZ FP-2	PKA-R2B activ	Rtt109 Vps75	Keap1 Nrf2 FP	cardiac RTF act	SR-BI uptake up
O=S(=O)(Nc1nccs1)c1ccc(NCc2cc(Br)cc(Br)c2O)cc1 as listed: 3	4	0.3	-1.0	4	-14	11	-1	-2	35
Cc1nnc2c(NCCC(C)C)nc3ccccc3n12 as listed: 3	0	2.7	-2.0	0	-1	9	-5	7	8
N#CCc1c(C#N)c(N)nc(N2CCN(S(=O)(=O)c3ccccc3)CC2)c1C#N as listed: 3	-3	3.2	-1.9	0	-10	-5	-1	-3	-14
